# LYP phosphatase: PTPN22 lymphoid phosphatase activity blockers – biochemical, fluorescence intensity, uHTS (AID 1779); recombinant LYP phosphatase, fluorescence intensity; higher % means a stronger effect; inhibition, % at 11.5 µM, or IC50 in µM where a hit was titrated; actives 0.054% (n = 290,000); in the data active means inhibition above about 50%;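 further: plate controls were vehicle with enzyme for no effect and no enzyme for full effect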
# Myeloid diff 2: myeloid differentiation induction | ER-HoxA9 myeloid progenitors, lysozyme-GFP differentiation, flow cytometry | calls only at 10 µM | AID 624256 | actives 1% (n = 360,000);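 active means normalized GFP-positive differentiation at or above the plate's own cutoff, the solvent-only control mean plus 3 SD; inconclusive means no clear call, values can overlap the other calls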;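 further: cells exposed to compound for four days before flow analysis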
# Myeloid diff 2 GFP+ MAC1+ %: second read-out of Myeloid diff 2, no call of its own (marks repeat the call); GFP+ MAC1+ double positive, %; measured here: differentiation confirmed by MAC1 staining
# An asterisk follows results filed as active; i = inactive; ? = inconclusive; . = no result given; + = active, no number.
# Preview, 2 compounds:
SMILES,LYP phosphatase,Myeloid diff 2,Myeloid diff 2 GFP+ MAC1+ %
O=C(NC1CCCN(CCc2ccccc2)C1)c1c(F)cccc1F (configuration not stated),0%,i,0.4
Cc1cc(C)nc(CCNC(=O)C2CCC(=O)N(Cc3ccccc3F)C2)n1 (configuration not stated),7%,i,1.6

# Main list, repeating the preview:
SMILES,LYP phosphatase,Myeloid diff 2,Myeloid diff 2 GFP+ MAC1+ %
O=C(NC1CCCN(CCc2ccccc2)C1)c1c(F)cccc1F (configuration not stated),0%,i,0.4
Cc1cc(C)nc(CCNC(=O)C2CCC(=O)N(Cc3ccccc3F)C2)n1 (configuration not stated),7%,i,1.6
CCN(CC)CC(O)Cn1c(C)c(-c2ccccc2)c2cc([N+](=O)[O-])ccc21 (configuration not stated),-8%,i,0.8
O=C(Nc1ccc(Br)cc1)c1ccc(N2C(=O)C3CCCCC3C2=O)cc1 (configuration not stated),-9%,i,1.3
CCN(CC)S(=O)(=O)c1cc(NS(=O)(=O)c2ccc(Cl)c(C(=O)O)c2)ccc1C,-3%,i,0.3
CCOc1ccccc1CNC(=O)CCNS(=O)(=O)c1ccc2[nH]c(=O)oc2c1,-9%,i,5.7
CC(C)N1C(=O)S/C(=C\c2ccc(-c3ccc(Cl)c(C(=O)O)c3)o2)C1=O,-6%,i,0.6
CCc1ccccc1NC(=O)Nc1ccsc1C(=O)OC,-11%,i,2.4
CC(=O)c1c(C)oc2ccc(OCc3ccccc3)cc12,-6%,i,1.3
O=c1cc(-c2ccccc2)[nH]n2cnnc12,-4%,i,0.5
CC1(C)CCC(=O)C=C1Nc1ccc(F)c(Cl)c1,-8%,i,0.5
NNC(=O)COc1ccc(-c2nccc(-c3ccc(F)cc3)n2)cc1,-7%,i,1.8
COc1ccccc1NC(=O)CCCCCN1C(=O)c2cccc3cccc(c23)C1=O,-5%,i,0.9
CN(C(=O)CCN1C(=O)/C(=C/c2ccccc2F)SC1=S)C1CCS(=O)(=O)C1 (configuration not stated),-8%,i,2.9
O=C(CN1CCC(C(=O)c2ccc3c(c2)OCCO3)CC1)Nc1ccccc1C(F)(F)F,-8%,i,0.4
COc1ccc(C=C(C#N)C#N)c(CSc2ccccn2)c1,-10%,i,0.6
CCOC(=O)N1CCN(c2ccncc2S(=O)(=O)N2CCCCC2)CC1,-10%,i,0.6
CC1CCCCN1CC(O)COCc1ccccc1 (configuration not stated),-6%,i,0.7
O=C(CC1C(=O)NCCN1Cc1ccc(F)cc1Cl)NC1CCCCCCC1 (configuration not stated),-4%,i,3.0
CCOc1cc(/C=C2\SC(=NC)N(C)C2=O)c(Br)cc1OC(C)=O,1%,i,0.4
CNC(=S)N1CCN(c2nc(-c3cccc(OC)c3)cs2)CC1,-3%,i,0.5
O=Cc1cn(-c2ccccc2)nc1-c1ccccc1,-15%,i,0.3
COc1ccc(/C=N/NC2=NS(=O)(=O)c3ccccc32)cc1,5%,i,0.6
O=C(Nc1ccc(F)cc1F)C1CCN(c2ncnc3c2sc2cccc(F)c23)CC1,-7%,i,1.6
COc1ccc(S(=O)(=O)NCC(=O)N(CC(=O)NCc2ccccc2)Cc2ccco2)cc1,-2%,i,1.2
CCCNC(=O)CN1C(=O)COc2ccc(S(=O)(=O)N3CC(C)CC(C)C3)cc21 (configuration not stated),-15%,i,0.6
COc1cc(/C=N/NC(=O)c2nnn(-c3nonc3N)c2C(C)C)ccc1O,0%,i,1.3
O=C1CN(C(=O)c2ccccc2F)C(c2ccccc2)c2cc(Cl)ccc2N1 (configuration not stated),0%,i,0.5
C[C@H](NC(=O)N1CCn2c1nc1ccccc12)C(=O)NCc1ccco1,-8%,i,1.1
Cc1ccc(S(=O)(=O)CCC(=O)Nc2ccc(Br)cc2)cc1,-9%,i,0.4
COc1ccccc1NS(=O)(=O)c1ccc2ccccc2c1,-6%,i,0.7
NNC(=O)C(Cc1cnc[nH]1)NC(=O)OCc1ccccc1 (configuration not stated),-8%,i,1.0
Cc1cc(C)c2nc(N3CCCC(C(=O)NC4CCCC4)C3)sc2c1 (configuration not stated),-4%,i,3.2
O=C(CNC(=O)c1ccco1)NCC(=O)OCc1c(F)cccc1Cl,-7%,i,1.1
COc1ccc(C2=NS(=O)(=O)N(C)C(C(=O)NCc3ccco3)=C2)cc1OC,-8%,i,3.7
CCOC(=O)N1CCc2c(sc(NC(=O)C3=COCCO3)c2C(N)=O)C1,-6%,i,1.3
CC(=O)c1ccc(NC(=O)c2cc(C)no2)cc1,-4%,i,0.4
Cn1c(SCC(=O)N2CCCCC2)nc2c(c1=O)SCC2,-8%,i,0.9
O=C(/C=C/c1ccco1)N(Cc1ccccc1F)C1CCS(=O)(=O)C1 (configuration not stated),-10%,i,0.6
COc1cccc(NC(=O)CN2CCN(CC(=O)Nc3ccc(F)cc3)CC2)c1,-5%,i,0.6
COc1ccc(NC(=O)C2CCN(S(C)(=O)=O)CC2)c(OC)c1,-8%,i,0.3
COc1ccc(S(=O)(=O)N2CCC(C(=O)N[C@@H](C)C(=O)NCc3ccc(F)cc3)CC2)cc1,-7%,i,0.4
Cc1ccc(-n2nc3c(c2NC(=O)c2ccco2)CS(=O)(=O)C3)c(C)c1,-7%,i,0.7
Cc1ccccc1CN1CCN(Cc2cc(=O)c3ccccc3[nH]2)CC1CCO (configuration not stated),-6%,i,0.6
CCOC(=O)C1CCN(C(=O)c2cc(S(=O)(=O)N3CCCCC3)ccc2C)CC1,-8%,?,.
CCOc1ccc(-c2cn(-c3ccccc3OC)c(=S)[nH]2)cc1,-7%,i,0.3
Cc1cccc(C(C(=O)NC2CCCCC2)N(C(=O)c2csnn2)C2CC2)c1 (configuration not stated),-10%,i,0.5
O=C(O)c1ccc(NS(=O)(=O)c2ccc(Cl)c(C(=O)Nc3ccccc3)c2)cc1,-8%,i,0.4
CC(C)c1ccc(CN(C(=O)c2ccco2)C2CCS(=O)(=O)C2)cc1 (configuration not stated),-8%,i,1.0
CCn1cc(C(=O)NC(=S)Nc2ccccc2Br)cn1,-1%,i,0.7
Nc1ccc(-c2nnc(-c3ccccc3)o2)cc1,-2%,i,0.3
COc1ccc(OC)c(NC(=O)CCNC(=O)Cn2ccc3ccccc3c2=O)c1,-9%,i,6.9
Cc1cc(C)cc(NC(=O)CSc2nc3ccccc3nc2N2CCCC2)c1,-7%,i,2.9
CCC1C(=O)Nc2ccccc2N1C(=O)COc1ccccc1 (configuration not stated),-6%,i,0.0
CC1CCN(C(=O)Cn2nnnc2CN2CCOCC2)CC1,-7%,i,4.1
Cc1cc(-c2nc3ccccc3c(=O)o2)ccc1[N+](=O)[O-],4%,i,0.1
CCOc1ccc(N(CC(=O)Nc2cc(Cl)ccc2C)S(C)(=O)=O)cc1,-7%,+,2.1*
CCOc1ccc(NC(=O)Cc2ccc(NC3=NC4CS(=O)(=O)CC4S3)cc2)cc1 (configuration not stated),-10%,i,1.7
CCOC(=O)C1=C(C)N=c2s/c(=C/c3cccc([N+](=O)[O-])c3O)c(=O)n2C1c1ccc(OC)cc1OC (configuration not stated),7%,i,1.0
CSc1ccccc1NC(=O)CN(C)Cc1c(O)ccc2ccccc12,-8%,i,0.4

# As a short view, part of the list above.
SMILES,LYP phosphatase,Myeloid diff 2,Myeloid diff 2 GFP+ MAC1+ %
CCOc1ccc(-c2cn(-c3ccccc3OC)c(=S)[nH]2)cc1,-7%,i,0.3
Cc1cccc(C(C(=O)NC2CCCCC2)N(C(=O)c2csnn2)C2CC2)c1 (configuration not stated),-10%,i,0.5
O=C(O)c1ccc(NS(=O)(=O)c2ccc(Cl)c(C(=O)Nc3ccccc3)c2)cc1,-8%,i,0.4
CC(C)c1ccc(CN(C(=O)c2ccco2)C2CCS(=O)(=O)C2)cc1 (configuration not stated),-8%,i,1.0
CCn1cc(C(=O)NC(=S)Nc2ccccc2Br)cn1,-1%,i,0.7
Nc1ccc(-c2nnc(-c3ccccc3)o2)cc1,-2%,i,0.3
COc1ccc(OC)c(NC(=O)CCNC(=O)Cn2ccc3ccccc3c2=O)c1,-9%,i,6.9
Cc1cc(C)cc(NC(=O)CSc2nc3ccccc3nc2N2CCCC2)c1,-7%,i,2.9
CCC1C(=O)Nc2ccccc2N1C(=O)COc1ccccc1 (configuration not stated),-6%,i,0.0
CC1CCN(C(=O)Cn2nnnc2CN2CCOCC2)CC1,-7%,i,4.1
Cc1cc(-c2nc3ccccc3c(=O)o2)ccc1[N+](=O)[O-],4%,i,0.1
CCOc1ccc(N(CC(=O)Nc2cc(Cl)ccc2C)S(C)(=O)=O)cc1,-7%,+,2.1*
CCOc1ccc(NC(=O)Cc2ccc(NC3=NC4CS(=O)(=O)CC4S3)cc2)cc1 (configuration not stated),-10%,i,1.7
CCOC(=O)C1=C(C)N=c2s/c(=C/c3cccc([N+](=O)[O-])c3O)c(=O)n2C1c1ccc(OC)cc1OC (configuration not stated),7%,i,1.0
CSc1ccccc1NC(=O)CN(C)Cc1c(O)ccc2ccccc12,-8%,i,0.4

# Carrying on:
SMILES,LYP phosphatase,Myeloid diff 2,Myeloid diff 2 GFP+ MAC1+ %
COc1ccc(C(=O)Nc2ccccc2C(=O)NCc2cccnc2)cc1,-6%,i,3.2
Cc1ccc(CNC(=O)CN2C(=O)CSc3ccc(S(=O)(=O)N4CCC(C)CC4)cc32)cc1,0%,i,2.0
CCc1ccc(NC(=O)CSc2nnc(CNC(=O)c3ccc(OC)cc3)o2)cc1,-6%,i,1.3
O=C1NN(c2ccccc2)C(=O)/C1=C/c1ccc(-c2cccc(C(=O)O)c2)o1,-5%,i,0.7
O=C(Nc1cccc(C(=O)O)c1)/C(=C\c1ccc(F)cc1)NC(=O)c1ccco1,1%,i,0.2
CCN(CC)C(=O)Cn1cc(C(=O)C(=O)NCc2ccccn2)c2ccccc21,-8%,i,7.3
Cc1cccc(NC(=O)c2cccnc2Oc2ccccc2)c1C(=O)O,-7%,i,0.2
COc1ccc(C(=O)N2CCC(n3nccc3NC(=O)C3CC3)CC2)cc1F,-8%,i,0.9
CCC(c1nnnn1Cc1ccc(OC)cc1)N1CCN(C(=O)c2ccco2)CC1 (configuration not stated),-7%,i,0.2
COc1ccc(N2CCN(S(=O)(=O)CCNC(=O)COc3ccccc3OC)CC2)cc1,-9%,i,1.3
COc1ccc(-n2nc(C(=O)N3CCC(N4CCCCC4)CC3)c3c4ccccc4n(C)c3c2=O)cc1,-9%,i,7.2
CC(=O)Cc1nsc(NC(=O)c2ccc(COc3ccccc3Cl)o2)n1,-7%,i,0.1
COc1ccc(N2CC(C(=O)Nc3nnc(SCC(=O)N4CCOCC4)s3)CC2=O)cc1 (configuration not stated),-4%,i,4.6
CCn1cc(C(=O)NN)c(=O)c2cc(F)c(N3CCCCC3)cc21,-5%,i,0.5
O=C(c1cnn2c(C(F)F)cc(-c3ccccc3)nc12)N1CCN(Cc2ccc3c(c2)OCO3)CC1,-5%,i,0.5
O=C(CCc1c[nH]c2ccccc12)OCc1cccc([N+](=O)[O-])c1,-6%,i,0.8
COc1ccc(Nc2nc(-c3cccnc3)nc3ccccc23)cn1,-4%,i,2.6
COc1ccc(/C=C2\Oc3cc(OCC(N)=O)ccc3C2=O)cc1OC,-1%,i,0.3
O=C(CNCc1ccccn1)Nc1ccc([N+](=O)[O-])cc1C(=O)Nc1ccccc1F,-7%,i,0.6
O=C1Nc2cc(C(=O)NCCCN3CCOCC3)ccc2S/C1=C/c1cccc(Cl)c1,-20%,?,.
COc1ccc(NC(=O)NNC(=O)COc2ccc3cc(Br)ccc3c2)cc1,-10%,i,0.3
COc1ccc(S(=O)(=O)N2CCN(c3ccccc3)CC2)cc1C(=O)N1CCCC1,-3%,i,1.1
COc1ccc(-c2nc(CS(=O)(=O)CC(=O)NCc3ccccc3OC)c(C)o2)cc1,-10%,i,2.7
Cc1cc(C)n(CC(=O)NCCC2=CCCCC2)n1,-2%,i,2.7
COc1ccc(CCNc2cc(C)nc3c(-c4ccccc4OC)cnn23)cc1OC,-2%,i,0.5
Cc1ccc(-n2ncc3c2CC(C)(C)CC3NC(=O)c2ccc[n+]([O-])c2)cc1 (configuration not stated),-11%,i,1.4
CC1CC(C)CN(C(=O)CNS(=O)(=O)c2cccs2)C1 (configuration not stated),-9%,i,1.2
CC1CCN(C(=O)CCS(=O)(=O)c2cc3c(cc2Cl)NC(=O)CO3)CC1,-8%,i,1.8
CCc1c(O)nc(SC2CC(=O)N(c3ccc(F)c(Cl)c3)C2=O)[nH]c1=O (configuration not stated),-4%,i,0.0
Cc1ccc2[nH]cc(CCNS(=O)(=O)c3ccc(F)cc3)c2c1,-10%,i,0.7
CC(=O)c1cccc(NC(=O)c2ccccc2OCc2ccc(F)cc2)c1,-4%,i,0.5
O=C1OCC(c2ccc(Cl)s2)=C1c1ccccc1[N+](=O)[O-],-3%,i,0.1
CCCNC(=O)COC(=O)c1c2c(nc3ccccc13)CCC2,-2%,i,0.4
C=CCOc1ccc(C2/C(=C(/O)c3ccc(OC)cc3)C(=O)C(=O)N2CCN2CCNCC2)cc1 (configuration not stated),-3%,i,0.3
CC(C)(C)C(=O)Nc1ccc(S(=O)(=O)Nc2nccs2)cc1,-5%,i,1.3
C[C@@H]1CCC(=O)N(CC[C@H](Oc2ccccc2)c2ccccc2)CC1,-7%,i,1.6
COc1ccc(NC(=O)CSc2n[nH]c(CNc3cccc(C)c3)n2)cc1,-10%,i,0.4
COc1ccc(C(=O)O/N=C(\N)c2ccccn2)cc1[N+](=O)[O-],-5%,i,0.2
Cc1nc2nc(SCc3ccccc3)[nH]n2c(=O)c1CCC(C)C,-10%,i,0.6
COC(=O)CSc1nc2nc(-c3cccs3)cc(C(F)(F)F)c2c(=O)[nH]1,-18%,i,0.7
COCCCn1c(=O)c2ccccc2n(Cc2cccc(C)c2)c1=O,-8%,i,0.5
CCSc1ncc(Cl)c(C(=O)Nc2ccccc2OC)n1,-4%,i,0.8
Cc1ccc(S(=O)(=O)Cc2ccc([N+](=O)[O-])cc2)cc1,-6%,i,0.3
Cc1ccc(-n2ncc3c2CCCC3NC(=O)CCc2c(C)noc2C)cc1C (configuration not stated),6%,i,3.0

# Source: PubChem BioAssay (several laboratories)

# An excerpt, so the mix of outcomes need not match the whole.
